Compound activity (PubChem BioAssay)
VHR inh color = VHR1 phosphatase inhibitors, primary screen, biochemical, colorimetric, HTS; Dual specificity protein phosphatase 3 (Homo sapiens), P51452; recombinant VHR phosphatase, colorimetric substrate read-out; inhibition, % at 20 µM; 50,000 tested, 0.7% active; in the data active means inhibition above about 60%; further: some results filed as inactive read as strong as hits
Target sequence (P51452 whole entry, looked up): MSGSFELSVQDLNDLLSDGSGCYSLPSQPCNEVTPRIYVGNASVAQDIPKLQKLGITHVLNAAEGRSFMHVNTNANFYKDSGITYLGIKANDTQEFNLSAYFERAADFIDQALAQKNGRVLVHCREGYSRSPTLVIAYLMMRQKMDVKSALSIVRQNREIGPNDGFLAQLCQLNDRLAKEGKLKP
An asterisk follows results filed as active. Only part of the results is shown, so the mix of outcomes need not match the whole.

Structure,VHR inh color
CCOc1ccccc1NC(=O)CN(c1ccc(C)cc1)S(C)(=O)=O,-12
O=C(Cc1ccc(Cl)cc1)Nc1ccc(Cl)cc1C(=O)O,-5
Cc1cc(Cl)ccc1OCC(=O)NNC(=O)c1ccc2ccccc2c1O,-8
COc1ccc(/C=C/C(=O)O)cc1S(=O)(=O)NCCCO,-12
CCOc1ccc(-c2csc(/C(C#N)=C\Nc3cc(OC)ccc3OC)n2)cc1,16
O=C(NC(=S)N1CCCc2ccccc21)c1ccc([N+](=O)[O-])cc1,-20
Cc1ccc(-c2nc3ccccc3[nH]2)s1,-4
Cc1ccc(OCCCNC(C)(C)C)c(C)c1,-102
Cc1ccc(C(=O)Nc2sc3c(c2C(N)=O)CCCCCC3)cc1,-16
Cc1cc(N[C@@H]2O[C@@H](C)[C@H](O)[C@@H](O)[C@H]2O)c([N+](=O)[O-])cc1C,-16
C/C(=C\COc1cc(=O)[nH]c2ccccc12)CCC(O)C(C)(C)O (stereo not drawn),-13
CS(=O)(=O)N(CC(=O)NC1CCCCC1)c1ccc(Oc2ccccc2)cc1,-14
NC1=NC(=O)/C(=C\c2ccccc2Cl)S1,14
C=CCN1C(=O)/C(=C\c2ccc(OCc3ccc(Cl)cc3)cc2)SC1=S,-1
Cc1cccc(NC(=O)CC2Nc3ccccc3NC2=O)c1 (stereo not drawn),10
O=C1C=C(N2CCN(C(c3ccccc3)c3ccccc3)CC2)C2(CCCCC2)O1,1
COc1cc(C(=O)Nc2cc(Cl)ccc2C)c([N+](=O)[O-])cc1OC,-5
COCCCNC(=O)CN(c1ccc(Cl)cc1)S(=O)(=O)c1ccccc1,-14
CCC(C)c1ccc(OCCOc2c(Cl)cc(/C=N/n3cnnc3)cc2OC)cc1 (stereo not drawn),-2
Cc1nn(C(=O)CN2C(=O)c3ccccc3C2=O)c(C)c1Br,7
Cc1onc(-c2ccccc2Cl)c1C(=O)N1C(C)CCCC1C (stereo not drawn),-7
O=C1NN(c2ccccc2)C(=O)/C1=C/c1c(Cl)cccc1Cl,-1
Cc1n(C)c2cccnc2[n+]1C,0
Cn1c(-c2ccco2)nc2c3ccccc3ccc21,0
C=CCc1cccc(/C=N\N2CCN(c3ccccc3)CC2)c1O,12
COc1cc(-c2noc(-c3ccc(C)cc3)n2)cc(OC)c1OC,6
Cc1cc(/C=N/NC(=O)c2ccc(CN3CCOCC3)cc2)c(C)n1-c1ccccc1,10
CCCOc1ccc(N2C(=O)CC(N3CCN(c4cccc(C(F)(F)F)c4)CC3)C2=O)cc1 (stereo not drawn),-11
Cc1c(OCC(=O)C(C)(C)C)ccc2c1oc(=O)c1ccccc12,6
CC1=C(C(=O)OCc2ccccc2)C(c2cccc(Br)c2)C2=C(CC(C)(C)CC2=O)N1 (stereo not drawn),-14
CCCCNc1cc(=O)n(C)c(=O)n1C,-20
Cc1cc(Cl)ccc1NC(=O)C(=O)NCc1cccnc1,-21
CCOc1ccccc1N(CC(=O)N1CCCC1)S(=O)(=O)c1ccccc1,-1
O=C1CC(NCCCc2ccccc2)C(=O)N1c1ccc(Cl)cc1 (stereo not drawn),-9
CCOc1cccc(C2Nc3ccccc3NC3=C2C(=O)CC(c2ccc(Cl)cc2)C3)c1 (stereo not drawn),-7
CCC(=O)c1ccccc1NN1c2ccccc2C(=O)C1(C)OC (stereo not drawn),2
Cc1ccccc1NC(=O)c1c(N)sc2c1CCCC2,7
Cn1c(-c2ccc(C=O)s2)nc2c3ccccc3c3ccccc3c21,-9
COc1ccccc1C(=O)Nc1cccc(C(C)=O)c1,-24
CCc1c(C#N)c(N)[nH]c(=S)c1C#N,-3
COc1ccc(C2CC(C(F)(F)F)n3nc(C(=O)N4CCSCC4)cc3N2)cc1 (stereo not drawn),13
CC(=O)Nc1ccc2oc(-c3ccc4nc(NC(C)=O)sc4c3)nc2c1,-34
COc1ccc(CCNC(=O)C(=O)NCc2ccncc2)cc1,-2
COc1ccc(N2C(=O)/C(=C\c3ccc(-c4ccccc4Cl)o3)SC2=S)cc1,4
COc1ccccc1CNC(=O)/C=C/c1ccc(Cl)cc1Cl,-1
O=C(Nc1ccc(I)cc1)c1cc(-c2cccs2)nc2ccccc12,-22
O=C1N=C(N2CCCCC2)S/C1=C\c1ccccc1Cl,19
CC1=C(C(=O)OCCCc2ccccc2)C(c2ccccc2Br)CC(=O)N1 (stereo not drawn),-11
C=CCNC(=O)C(=O)Nc1ccc(C)cc1,-16
CS(=O)(=O)N1CCN(C(=O)Cc2ccccc2)CC1,-6
O=c1/c(=C\c2ccc(F)cc2)sc2nc(-c3ccc(Cl)cc3Cl)nn12,-4
COc1ccc(S(=O)(=O)N(CC(=O)Nc2ccc(Br)cc2)c2ccc(C)cc2)cc1OC,0
CSc1ccc(/C=N/NC(=O)c2cc(C)[nH]n2)cc1,12
Cc1cccc(N2C(=O)C3C4C=CC(C4=C4C5CC6CC(C5)CC4C6)C3C2=O)c1 (stereo not drawn),-2
COc1cccc(N2C(=O)c3cccc4cccc(c34)C2=O)c1,15
COc1ccc(C2OCC3(CO2)SC2=NCN(C)CN2C3=O)cc1OC (stereo not drawn),-4
Cc1cc([N+](=O)[O-])ccc1NC(=O)c1cc2ccccc2o1,-12
CC(C)Cc1ccc(/C(CCCC(=O)O)=N\O)s1,-19
O=C1CC(N(Cc2ccco2)C(=S)NCCc2ccccc2)C(=O)N1c1ccc(F)cc1 (stereo not drawn),16
CN(C(=O)C12CC3CC(CC(C3)C1)C2)C1CCS(=O)(=O)C1 (stereo not drawn),3

Further entries.
Structure,VHR inh color
COc1ccc(C(=O)N/N=C/c2ccc(SC)cc2)cc1,-15
O=C(c1ccc([N+](=O)[O-])cc1)N1CCN(Cc2ccccc2Br)CC1,-2
C=CCN1C(=O)/C(=C\c2ccccc2Cl)SC1=S,3
O=C(Nc1ccccc1C(=O)N=Nc1c(O)[nH]c2ccc([N+](=O)[O-])cc12)c1ccccc1,16
COC(=O)C12CC3CC(C1)CC(c1ccc([N+](=O)[O-])cc1)(C3)C2,-8
CC1CCN(C(=O)CSc2nc3ccccc3[nH]2)CC1,-1
Cc1ccccc1C(=O)NN1C(=O)/C(=C\c2ccncc2)SC1=S,-7
CC(N=C(NS(=O)(=O)c1ccc(Cl)cc1)c1ccccc1)C(=O)O (stereo not drawn),-22
C/C(=N\NC(=O)COc1ccc(Cl)cc1[N+](=O)[O-])c1cccs1,4
O=C(CN(Cc1ccccc1)S(=O)(=O)c1ccc(Cl)cc1)Nc1ccccc1,0
Cc1cc(OCC(=O)NCc2ccc3c(c2)OCO3)cc(C)c1Cl,1
FC(F)(F)c1ccc(C2Nc3cccc4cccc(c34)N2)cc1,5
CC1=C(C(=O)OC2CCCC2)C(c2ccc(-c3ccccc3)cc2)C2=C(CCCC2=O)N1 (stereo not drawn),-1
COc1ccc(NS(=O)(=O)c2cccs2)cc1OC,-5
O=C1N/C(=N/N=C/c2cccs2)SC1Cc1ccc(Cl)cc1Cl (stereo not drawn),-6
COc1ccc(C(=O)NC(NC(=S)Nc2sc3c(c2C(N)=O)CCCC3)C(Cl)(Cl)Cl)cc1 (stereo not drawn),7
COc1ccc(C2=NN(C(=O)CCC(=O)O)C(c3ccc(OC)c(OC)c3)C2)cc1 (stereo not drawn),-14
CS(=O)(=O)N(Cc1ccc(C(=O)Nc2ccc(Oc3ccccc3)cc2)cc1)c1ccccc1,2
CC(C)(C)OC(=O)NC(Cc1ccccc1)C(=O)O (stereo not drawn),-15
COc1ccc(S(=O)(=O)Nc2ccc3ccccc3c2)cc1,6
O=c1oc2c(CN3CCOCC3)c(O)ccc2cc1-c1nc2ccccc2s1,4
Brc1ccccc1-c1nc2ccccc2[nH]1,-6
CCc1ccccc1NC(=O)C1COc2ccccc2O1 (stereo not drawn),7
CC(C)c1ccc(N2C(=O)NC(=O)/C(=C/c3ccc(O)c(O)c3)C2=O)cc1,1
COc1cc(NS(=O)(=O)c2ccc(Cl)cc2)cc(OC)c1,-21
COc1ccc(/C=C2\CCc3cc(OC)ccc3C2=O)cc1,70
O=C(NCc1ccc(F)cc1)c1ccccc1Br,-8
CC(=O)c1c(N2CCCCC2)nc(=S)n(-c2ccccc2)c1C,9
COc1ccccc1CN1CCN(Cc2c[nH]c3ccccc23)CC1,8
CC(C)CC(=O)Nc1nc(-c2ccc3ccccc3c2)cs1,-11
O=C(Nc1ccc(N2CCOCC2)cc1)c1ccc([N+](=O)[O-])cc1,-30
O=C(NCC1CCCO1)c1cccs1 (stereo not drawn),-21
Cc1ccc(N(Cc2c(O)ccc3ccccc23)C(=O)c2cccc([N+](=O)[O-])c2)cc1,-3
O=c1c([N+](=O)[O-])c(N2CCN(c3ccccn3)CC2)c2ccccc2n1-c1ccccc1,34
O=C1CC(=O)N(c2ccc(F)cc2)C(=S)N1,-1
CCOC(=O)COc1ccc(/C=N\n2cnnc2)cc1OC,-7
O=P(c1ccccc1)(c1ccccc1)c1ccccc1O,7
O=C1N=c2ccccc2=C1c1sc(=O)n(-c2cccc(O)c2)c1O,1
COc1ccc(OCC(=O)Nc2ccc(S(=O)(=O)N3CCCCC3)cc2)cc1,0
COc1ccc(C(=O)O/N=C(\c2ccncc2)c2ccc([N+](=O)[O-])cc2)cc1OC,-8
COc1ccc(C2(CC(=O)Nc3ccc(Br)cc3)C(=O)c3ccccc3C2=O)cc1,-4
CCC(Oc1ccccc1)C(=O)Nc1c(F)c(F)c(F)c(F)c1F (stereo not drawn),-2
CC(C)(C)c1ccc(S(=O)(=O)N/N=C/c2cc(Br)ccc2O)cc1,2
COc1ccc(OC)c(S(=O)(=O)n2cnc3cc(C)c(C)cc32)c1,-9
Cc1c(NC(=O)c2ccc(CSc3ccc(Cl)cc3)cc2)c(=O)n(-c2ccccc2)n1C,-6
Cc1cc(-c2ccccc2)nc2cc(C(=O)N3CCCc4ccccc43)nn12,-12
CC1CCN(c2ccc([N+](=O)[O-])c(SCCO)c2)CC1,-7
O=C(O)CCC(=O)Nc1sc2c(c1C(=O)Nc1cccc3ccccc13)CCCC2,-1
CC(=O)NCCc1c(C)n(Cc2ccccc2)c2ccccc12,-7
O=C(Cn1cc(/C=C2/C(=O)NC(=S)N(c3ccccc3)C2=O)c2ccccc21)Nc1ccccc1,-16
COc1ccccc1N1CCN(/N=C\c2ccncc2)CC1,6
O=C(CCN1C(=O)/C(=C/c2ccc(F)cc2)SC1=S)Nc1ccc(F)c(Cl)c1,16
O=C1c2ccccc2-c2onc3c(N4CCN(c5ccccc5)CC4)ccc1c23,0
O=C(CCC(NC(=O)OCc1ccccc1)C(=O)OCc1ccccc1)NCC(=O)OCc1ccccc1 (stereo not drawn),-15
CC(=O)C1=C(O)C(=O)N(CCCC(=O)O)C1c1ccc(I)cc1 (stereo not drawn),-8
O=C(CN1C(=O)c2ccccc2C1=O)Nc1ccccc1Br,82
Cc1cc(C)c(C(CC(=NNC(N)=O)c2cccs2)C(C#N)C#N)c(C)c1 (stereo not drawn),-10
O=C(O)c1c[nH]c2cc3c(cc2c1=O)OCCO3,10
COC(=O)C(=Cc1cc(Br)c(OCc2ccc([N+](=O)[O-])cc2)c(OC)c1)C(=O)OC,8
Cc1nn(-c2ccccc2)c(C)c1-c1cccc([N+](=O)[O-])c1,30

Compounds from the list above with a CF3 group:
Structure,VHR inh color
CCCOc1ccc(N2C(=O)CC(N3CCN(c4cccc(C(F)(F)F)c4)CC3)C2=O)cc1 (stereo not drawn),-11
COc1ccc(C2CC(C(F)(F)F)n3nc(C(=O)N4CCSCC4)cc3N2)cc1 (stereo not drawn),13
FC(F)(F)c1ccc(C2Nc3cccc4cccc(c34)N2)cc1,5

A second format for part of the listing above.
CCC(Oc1ccccc1)C(=O)Nc1c(F)c(F)c(F)c(F)c1F (stereo not drawn)
  VHR inh color = -2

O=C(O)CCC(=O)Nc1sc2c(c1C(=O)Nc1cccc3ccccc13)CCCC2
  VHR inh color = -1

Remaining list, next part:
Structure,VHR inh color
COc1ccc(/C=C2\SC(=S)N(CCCC(=O)Nc3cccc(C(=O)O)c3)C2=O)cc1,6
CCOc1ccc(N/C=C2\CCCCC2=O)c([N+](=O)[O-])c1,-8
O=C1OC(c2ccc(Cl)cc2)=C/C1=C\c1ccc(F)cc1,-3
CCSc1nnc(NC(=O)/C=C/c2ccc(Cl)cc2)s1,-5
CCOC(=O)c1cnn(-c2ccccc2)c1NC(=O)c1cccc(F)c1,-10
CNC(=O)c1ccc(CN2CCc3ccccc3C2)cc1,-10
Cc1ccccc1NC(=O)c1c(NC(=O)c2ccc([N+](=O)[O-])cc2)sc2c1CCC2,-5
Cc1cc(Nc2cc(Cl)cc(Cl)c2)n2ncnc2n1,-3
O=C(O)CCCCCN1C(=O)C(=O)/C(=C(/O)c2ccc(Cl)cc2)C1c1ccccc1[N+](=O)[O-] (stereo not drawn),-10

Sorted by formula weight (ascending): four of the compounds above.
Structure,VHR inh color
COc1ccc(C2OCC3(CO2)SC2=NCN(C)CN2C3=O)cc1OC (stereo not drawn),-4
CC1=C(C(=O)OCCCc2ccccc2)C(c2ccccc2Br)CC(=O)N1 (stereo not drawn),-11
O=C(Nc1ccccc1C(=O)N=Nc1c(O)[nH]c2ccc([N+](=O)[O-])cc12)c1ccccc1,16
O=C(CCN1C(=O)/C(=C/c2ccc(F)cc2)SC1=S)Nc1ccc(F)c(Cl)c1,16
